# D2 agonist = agonists of human D2 dopamine receptor. HEK293 T-REx D2 cells, calcium flux agonist mode. AID 485358. activation, % at 2 µM. P14416. hit rate 0.53% among 340,000;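 active = activation over 3 SD above normal in the single-dose calcium agonist read, cut at about 30% in these data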; note: 0% is about no effect
# Target sequence (P14416 whole entry, looked up): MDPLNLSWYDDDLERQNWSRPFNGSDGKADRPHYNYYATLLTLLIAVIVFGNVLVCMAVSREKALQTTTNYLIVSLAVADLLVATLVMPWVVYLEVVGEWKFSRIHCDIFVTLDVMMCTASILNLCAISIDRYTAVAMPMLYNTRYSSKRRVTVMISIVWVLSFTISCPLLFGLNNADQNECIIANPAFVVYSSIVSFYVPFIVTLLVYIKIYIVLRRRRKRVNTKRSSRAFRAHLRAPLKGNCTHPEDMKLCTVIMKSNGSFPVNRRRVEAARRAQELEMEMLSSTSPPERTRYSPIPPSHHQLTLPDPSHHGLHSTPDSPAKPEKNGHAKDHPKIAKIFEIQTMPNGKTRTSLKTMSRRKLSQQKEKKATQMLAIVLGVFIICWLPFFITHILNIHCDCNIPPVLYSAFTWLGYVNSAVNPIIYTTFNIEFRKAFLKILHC
#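 Agonism is scored from calcium flux in a force-coupled, inducible HEK293 cell line expressing D2, read kinetically for 180 s after compound addition against dopamine controls.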
# RGS4 inh = inhibitors of human regulator of G protein signaling 4 | P49798 | Transcreener GDP fluorescence polarization, RGS4-accelerated GTP hydrolysis | Potency, µM (doses to about 114 µM), without a hit: at the highest dose activity change, negative = inhibition, hits mostly inhibitors | hit rate 0.039% among 390,000; note: potency is the fitted concentration of half-maximal effect; % is set by controls: 0 for no effect and ±100 for the full control effect; nearly all actives have a fitted effect of over 75% in size; some results filed as inactive show a strong effect at the top dose
#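 MLSMR compounds (23 nl, pin-transferred) preincubated 10 min at room temperature with a 500nM (2x) first reagent, then RGS4 at 900nM (2x) plus Transcreener GDP mix added; fluorescence polarization (620/688 nm) read before and after 90 min at 30 °C.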
# Vif-A3G inh = Vif-A3G binding inhibition; Q9HC16; HeLa A3G-eYFP + Vif (tagged APOBEC3G with the HIV-1 protein that degrades it), YFP fluorescence, overnight; Potency, µM (titrated, usually from 46.1 µM), for inactives: at the highest dose activity, negative = active, usual class: inhibitors; hit rate 0.076% among 410,000; AID 602310;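 note: potency is the fitted concentration of half-maximal effect; % is set by controls: 0 for no effect and ±100 for the full control effect; nearly all actives have a fitted effect of over 60% in size; hits raise eYFP signal because A3G escapes Vif-driven loss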
#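 HeLa cells stably expressing Vif and C-terminally eYFP-tagged A3G, seeded overnight at 37 deg C, then exposed to compound by pintool overnight at 37 deg C. Rise in yellow fluorescence (Ex 488/Em 500-530, Acumen) marks blocked Vif-driven A3G degradation.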
# ERG Ets-DNA blk = ERG Ets/DNA interaction inhibition; fluorescence polarization, His-ERG Ets domain / labelled DNA; hit rate 0.028% among 370,000; AID 624246; Potency, µM (titrated, usually from 76.9 µM), without a hit: at the highest dose FP activity, negative = inhibition, usual class: inhibitors; active = well fitted inhibition curve with a large enough effect in the polarisation, with a control signal flat; inconclusive = small, poorly fitted or top-dose-only effect, or effect the other way, or a change in a side signal; inactive = no such curve, though single readings can be large or run the other way; the % refers to the polarisation;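 note: polarization taken with two DNA probes labelled with fluorescein and Texas red; potency is the fitted concentration of half-maximal effect; % of control where 0% means no effect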
#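 His-tagged ERG Ets domain (1 uM in the protein solution; 300mM KCl, 50mM Tris-HCl, 1mM EDTA, 1mM DTT, pH 7.5) received compound, then a probe mix of 5 nM fluorescein-DNA and 100nM Texas-615-DNA. Fluorescence polarization was read for both dyes.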
# 12-LOX inh = blocks human arachidonate 12S-lipoxygenase; Potency, µM (highest dose often 108 µM), without a hit: at the top dose activity change, negative = inhibition, most hits filed as inhibitors; P18054; hit rate 1.1% among 580,000; purified 12hLO, xylenol orange hydroperoxide absorbance; note: potency is the fitted concentration of half-maximal effect; % is set by controls: 0 for no effect and ±100 for the full control effect
# Target sequence (P18054 whole entry, looked up): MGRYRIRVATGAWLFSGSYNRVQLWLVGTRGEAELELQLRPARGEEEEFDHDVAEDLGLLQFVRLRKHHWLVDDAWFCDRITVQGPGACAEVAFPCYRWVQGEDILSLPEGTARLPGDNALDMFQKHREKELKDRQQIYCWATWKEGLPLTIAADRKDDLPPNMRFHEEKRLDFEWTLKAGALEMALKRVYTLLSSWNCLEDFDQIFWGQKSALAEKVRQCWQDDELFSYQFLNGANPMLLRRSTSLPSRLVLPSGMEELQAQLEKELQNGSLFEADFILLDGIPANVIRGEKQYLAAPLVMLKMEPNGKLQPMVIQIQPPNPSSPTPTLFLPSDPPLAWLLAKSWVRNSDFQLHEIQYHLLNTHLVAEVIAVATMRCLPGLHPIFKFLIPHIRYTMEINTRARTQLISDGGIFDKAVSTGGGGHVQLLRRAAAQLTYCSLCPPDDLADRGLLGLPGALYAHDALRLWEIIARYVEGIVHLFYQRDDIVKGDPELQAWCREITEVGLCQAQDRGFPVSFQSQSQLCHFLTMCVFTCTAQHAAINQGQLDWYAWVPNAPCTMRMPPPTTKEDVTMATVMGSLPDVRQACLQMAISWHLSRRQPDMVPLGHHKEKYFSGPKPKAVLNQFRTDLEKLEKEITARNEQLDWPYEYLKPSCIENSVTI
#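 Purified human 12hLO at 150 nM in 25 mM Hepes, 0.01% Triton X-100, pH 7.0, preincubated 15 min at room temperature with compound. Reaction started with 40 uM arachidonic acid, 30 min at room temperature. Hydroperoxide measured by Fe-xylenol orange, 573/405 nm absorbance ratio.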
# Vif-APOBEC3F blk = blocks the Vif interaction with APOBEC3F | HeLa A3F-eYFP + Vif (tagged APOBEC3F with the HIV-1 protein that degrades it), YFP fluorescence increase | Potency, µM (series often up to 46.1 µM), for inactives: at the highest dose activity, negative = active | hit rate 0.2% among 390,000; note: potency is the fitted concentration of half-maximal effect; % of control where 0% means no effect; nearly all actives have a fitted effect of over 65% in size
#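 Fluorescence increase (Ex 488/Em 500-530) after overnight compound treatment at 37 deg C flags inhibition of Vif-driven A3F-eYFP loss in stable HeLa A3F-eYFP/Vif cells seeded overnight beforehand.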
# D2 antagonist = antagonizes the human D2 dopamine receptor. P14416. HEK293 TREx D2 cells, calcium flux, dopamine EC80. inhibition, % at 10 µM. hit rate 2% among 340,000. AID 485344; in the data active = inhibition above about 30%; note: 0% is about no effect
#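 Compounds are added to dye-loaded, induced HEK293 T-REx cells coupled to calcium release via D2; after a 3 min kinetic read an EC80 dopamine stimulus is given and fluorescence is recorded for 3 more min.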
# GRP78 ERSR act = inducers of ER stress response in human glioma cells | hit rate 0.02% among 420,000 | U87-MG GRP78 promoter luciferase reporter, 16 h | Potency, µM, without a hit: top-dose activation, most hits filed as activators; note: potency is the fitted concentration of half-maximal effect; series mostly up to about 76 µM; % of control where 0% means no effect; nearly all actives have a fitted effect of over 35% in size
#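 Stably transfected U87-MG glioma cells carrying a GRP78-based luciferase sensor; 16 h compound incubation. Luminescence end-point read 10 min after Bright-Glo addition at room temperature.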
# LDHA block = blocks human lactate dehydrogenase A | P00338 | purified LDHA, NADH/diaphorase-resazurin fluorescence; hits give low values | activity change, % (values are at about 110 or 230 µM) | hit rate 0.15% among 480,000; in the data active = activity change below about -30%; inconclusive = mostly about -25% to -30%;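 note: plate controls were DMSO wells for no effect and wells without enzyme for full effect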
#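 Enzyme activity of human lactate dehydrogenase 5 (2 nM; 0.06 mM NADH, 0.2 mM pyruvate, 5 min, RT) is measured via a resazurin/diaphorase fluorescence readout of residual NADH.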
# * = called active by the depositor; ? = inconclusive; . = not tested or not shown; & = joins results of further samples; [ ] = another dose, or the depositor's remark. Unless noted, calls come from the whole dose curve; as a rule, active = well fitted curve in the direction sought with a large enough effect; inconclusive = small, poorly fitted or top-dose-only effect, or another doubt; inactive = no such curve, though single readings can be large; an effect the other way counts as inactive or inconclusive. Some of the compounds tested; rates above refer to the full screens.
SMILES,D2 agonist,RGS4 inh,Vif-A3G inh,ERG Ets-DNA blk,12-LOX inh,Vif-APOBEC3F blk,D2 antagonist,GRP78 ERSR act,LDHA block
O=[N+]([O-])c1cccc(/C=N/n2c(-c3cccnc3)n[nH]c2=S)c1,-1.1,-37%,4%,-8%,?,7%,-13,2%,-4
O=C(CSc1nccn1Cc1ccc(Cl)cc1)Nc1nc2ccccc2s1,.,-19%,-5%,-5%,-23%,3%,.,1%,-1
O=C(CN1CCN(S(=O)(=O)c2ccccc2)CC1)NC(=O)NCc1ccccc1,0.4,11%,0%,-6%,0%,-18%,12,-2%,0
O=C(COCc1cc(-c2ccc3c(c2)OCO3)on1)Nc1cccc(O)c1,-1.0,7%,2%,0%,-11%,0%,.,-4%,5
Cc1ccc(-c2nn(CC(=O)NCc3ccco3)c(=O)c3ccccc23)cc1,1.1,-19%,-1%,-1%,?,-25%,19,-3%,-5
Cc1ccc(C(=O)C=Cc2ccc3c(c2)OCO3)c(C)c1,.,.,-19%,.,-2%,1%,.,11%,-5
O=C(NCc1ccccn1)c1ccc(Cn2cc(C(F)(F)F)ccc2=O)cc1,-2.5,-1%,0%,-8%,?,-10%,1,-1%,-3
COc1ccc(S(=O)(=O)Nc2noc3ccccc23)cc1OC,0.0,-5%,-1%,0%,4%,7%,-11,-4%,3
COc1ccccc1N1CCN(S(=O)(=O)c2cc(Br)cnc2N)CC1,-0.1,22%,1%,3%,2%,6%,-17,-4%,-8
CSc1ccccc1OCc1cc(C(=O)NCCn2ccnc2C)no1,0.0,20%,-4%,2%,1%,1%,-13,-5%,0
CC(C)c1ccc(OCC(=O)NCc2ccccc2)cc1,0.5,15%,-2%,3%,-3%,-11%,11,0%,-12
C=CCOc1ccccc1CN1CCC(Oc2cc(C(=O)NC3CC3)ccc2OC)CC1,-0.7,7%,3%,0%,13%,6%,18,-2%,0
COc1ccccc1CNc1ccc(Br)cn1,-1.0,-16%[56.9 µM],0%,1%,-12%,3%,-6,5%,-3
COc1ccc(OC)c(NC(=O)Nc2ccc3c(c2)CCC3)c1,-0.7,16%,1%,-1%,-21%,4%,7,6%,-7
CSc1nc(Cl)c(Br)c(Nc2c[nH]c(=O)[nH]c2=O)n1,.,6%,0%,-5%,1%,-6%,.,-4%,3
O=S(=O)(Nc1ccc(Cl)cc1)c1ccc2c(c1)CCO2,-1.3,1%,1%,0%,?,0%,-10,-1%,-2
O=C(Nc1cccc(Cl)c1)C1CC1c1ccccc1 (stereo not drawn),.,?,-7%,14%,-14%,0%,.,-1%,-16
NS(=O)(=O)c1ccc(CNC(=O)C23CC4CC(CC(C4)C2)C3)cc1,-2.4,40%,1%,-2%,0%,-2%,-3,-2%,2
COc1ccc(Cl)cc1NC(=O)N(C)Cc1c(C)nn(C)c1C,-0.2,-26%,-1%,1%,-21%,-13%,-20,10%,-8
OC(c1cccc(Cl)c1)c1nc(-c2ccoc2)cs1 (stereo not drawn),.,.,?,.,?,.,.,3%,-2
CNc1nc(C)c(C(=O)OCc2ccccc2)s1,-1.1,17%,2%,-3%,-3%,-1%,15,4%,-15
CCOC(=O)c1c(-c2ccc(C)cc2)csc1NC1=NS(=O)(=O)c2ccccc21,.,5%,0%,.,-2%,5%,.,-4%,1
CC(OC(=O)CCCC(=O)Nc1ccc(F)cc1)C(=O)c1ccccc1 (stereo not drawn),0.1,-13%,5%,5%,-5%,0%,0,-5%,-2
N#CCOC(=O)c1sccc1-n1cccc1,-0.3,19%,-6%,-7%,3%,-7%,4,-2%,-4

# Just RGS4 inh, for some of the entries so far:
Molecule | RGS4 inh
CNc1nc(C)c(C(=O)OCc2ccccc2)s1 | 17%
O=C(Nc1cccc(Cl)c1)C1CC1c1ccccc1 (stereo not drawn) | ?
CC(OC(=O)CCCC(=O)Nc1ccc(F)cc1)C(=O)c1ccccc1 (stereo not drawn) | -13%

# Later entries
SMILES,D2 agonist,RGS4 inh,Vif-A3G inh,ERG Ets-DNA blk,12-LOX inh,Vif-APOBEC3F blk,D2 antagonist,GRP78 ERSR act,LDHA block
CC(=O)Nc1ccc2c(c1)OCCOCCOc1cc(NC(C)=O)ccc1OCCO2,0.5,-11%,-5%,5%,-11%,?,14,-3%,12
COn1c(C)c(C)c2c3nonc3ccc21,0.1,-29%,-4%,-5%,-8%,13%,-12,-3%,15
O=C1CCCN1CCC1CCN(C2CC(=O)N(c3ccc(F)cc3)C2=O)CC1 (stereo not drawn),0.8,9%,-1%,-10%,-5%,-9%,9,-3%,3
CC1=C(C(=O)N(C(C)C)C(C)C)CC(CC(=O)NCCc2ccccn2)C(=O)N1CCC1=CCCCC1 (stereo not drawn),.,.,-2%,.,7%,.,.,-2%,-1
CC(=O)NC1=NC(=O)/C(=C/c2cn(C(C)=O)nc2-c2ccccc2)S1,0.0,?,7%,0%,-28%,-8%,9,-5%,-2
O=C1C2CCCN2C(=O)N1CCCCN1CCN(c2ccc(F)cc2)CC1 (stereo not drawn),12,-23%,-2%,11%,-21%,6%,40*,-2%,-2
COc1ccc(Nc2nnc(Cc3ccc(Cl)cc3)c(=O)[nH]2)c(OC)c1,-0.5,9%,2%,-3%,-20%,-4%,27,-4%,2
Cc1cc(NC(=O)c2ccccc2F)cc(C)c1OCC(=O)N1CCOCC1,-0.1,-13%,1%,5%,10%,-15%,17,0%,2
Cc1cccc(NC(=O)CSc2nc3ccc(NC(=O)COc4ccccc4F)cc3s2)c1,-1.8,-23%,6%,3%,0%,-8%,.,-7%,0
c1ccc(C2CN3CCSC3=N2)cc1 (stereo not drawn),3.0,-18%[56.9 µM],1%,-9%,5%,3%,-1,-2%&1%&5%&2%,-17
CC(=O)c1nn(-c2ccc(Cl)cc2)c(=O)[nH]c1=O,-0.2,6%,5%,-6%,-10%,-1%,-15,2%,-9
COc1c(C)cccc1C(=O)Nc1ccc(N2CCN(S(C)(=O)=O)CC2)cc1,0.4,-5%,-1%,-1%,-24%,-15%,-5,3%,-7
CC1CCCC(NC(=O)COC(=O)c2cc(S(=O)(=O)N3CCCCC3)ccc2N2CCOCC2)C1C (stereo not drawn),1.2,4%,1%,-4%,-27%,-4%,-12,-1%,2
CCOC(=O)N1CCC(N2CCCC(C(=O)c3ccc4cc(OC)ccc4c3)C2)CC1 (stereo not drawn),-0.3,9%,4%,2%,?,-10%,-19,-4%,-8
O=C(NCc1ccccc1Cl)C1CCCN1C(=O)NCc1ccccc1 (stereo not drawn),-0.8,2%,1%,-2%,1%,-5%,3,-4%,0
COc1ccc(/C=C/C(=O)ONC2=NCCCCC2)cc1OC,0.1,-11%,-6%,22%,15%,6%,-2,-3%,3
CCOC(=O)C1CCCN(S(=O)(=O)c2ccc(Br)c(OC)c2)C1 (stereo not drawn),0.1,0%,-1%,3%,0%,-13%,-4,-4%,-1
CC(C)C(NC(=O)c1ccc(F)cc1)C(=O)N1CCOCC1 (stereo not drawn),.,11%,1%,-6%,1%,1%,.,-4%,-9
O=C(COC(=O)c1ccc(O)cc1)Nc1ccccc1-c1ccccc1,-1.4,-25%,-12%,-1%,-7%,1%,3,-3%,-5
Cc1ccccc1Cn1c2ccccc2c2cnn(CC(=O)NC(C)CCc3ccccc3)c(=O)c21 (stereo not drawn),4.8,6%,2%,-1%,-10%,3%,.,-5%,-2
COc1cc(/C=C/C(=O)OCC(=O)Nc2cc(S(=O)(=O)N(C)C)ccc2Cl)ccc1O,-0.5,-14%,-5%,-12%,8%,4%,-2,-3%,0
Oc1ccc(NC(=S)N=Nc2c(O)[nH]c3ccc(Br)cc23)cc1,-0.3,-24%,-12%,-3%,?,11%,-6,-3%,2
CCN1C(=O)C(Cc2nc3ccccc3c(=O)n2-c2ccc(OC)cc2)c2ccccc21 (stereo not drawn),.,4%,.,-2%,?,.,.,.,-4
Cc1cccc(/C=N/NC(=O)c2ccc(NC(=O)c3ccccc3Cl)cc2)n1,-2.9,-9%,0%,0%,-6%,9%,6,-5%,-6
Cc1cc(C(F)(F)F)n(-c2nc(C(=O)Nc3cccnc3)cs2)n1,-0.6,-10%,-1%,7%,5%,3%,-12,-3%,-1
CC(C)(C)OC(=O)NCc1ccc(CNC(=O)c2[nH]cnc2C(=O)N[C@@H](Cc2ccccc2)C(=O)OCc2ccccc2)cc1,0.3,-6%,-3%,7%,8%,-6%,-18,-13%,3
CC(=O)N(C)c1ccc(NC(=O)Nc2ccccc2C)cc1,.,-32%,1%,11%,-9%,-8%,.,2%,5
O=C1CCc2cc(S(=O)(=O)NC(Cc3ccccc3)C(=O)NC3CCCC3)ccc2N1 (stereo not drawn),-0.8,-7%,1%,-1%,13%,0%,0,-4%,0
CC(=O)c1c(C(C)=O)c(C)n(-c2cccc([N+](=O)[O-])c2)c1C,-0.1,0%,1%,12%,1%,-10%,-4,-5%,-3
CC(=O)c1ccc(N2CCN(C(C)C(=O)Nc3ccc4c(c3)OCCO4)CC2)cc1 (stereo not drawn),.,29%,2%,-1%,-34%,11%,.,-4%,-8

# Some values from above:
# `COc1ccc(/C=C/C(=O)ONC2=NCCCCC2)cc1OC` @ 12-LOX inh = 15%
# `CC(=O)c1ccc(N2CCN(C(C)C(=O)Nc3ccc4c(c3)OCCO4)CC2)cc1` (stereo not drawn) @ Vif-APOBEC3F blk = 11%
